Screening data as filed in PubChem.
Rin1 Abl inh: human Rin1-Abl interaction inhibition. TR-FRET Rin1/Abl binding, biochemical. inhibition, % at 7.35 µM. actives 0.4% (n = 360,000); in the data active = inhibition above about 5%, passing the limit was not always enough
bovine MsrA act: bovine methionine sulfoxide reductase A activation. purified bovine MsrA, absorbance read-out. activation, % at 10.6 µM. actives 0.3% (n = 360,000); in the data active = activation above about 7.5%;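 also: 0% = vehicle and 100% = reference activator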
FAS-TE inh: blocks the thioesterase domain of human fatty acid synthase; P49327; recombinant FAS-TE, OMFH fluorogenic substrate, fluorescence endpoint; inhibition, % at 15 µM; actives 0.67% (n = 360,000);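 active = compounds whose normalised, plate-corrected inhibition of enzyme fluorescence in the single-dose primary screen is 50% or more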;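 also: 0% = DMSO with enzyme and 100% = substrate without enzyme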
CSN deneddyl inh: CSN deneddylation inhibition | inhibition, % at 12.5 µM | actives 0.38% (n = 360,000) | Purified CSN, SCF-Nedd8-OG deneddylation, fluorescence polarization;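 active = pattern-corrected inhibition above about 35%, with an unprinted fluorescence ratio check between 0.5 and 1.5, limit read from the data, passing the limit was not always enough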;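 also: 0% = enzyme with substrate and 100% = substrate without enzyme; some results filed as inactive read as strong as hits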
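assay system = purified human Csn5 enzyme expressed in HEK293T cells | amount = 0.24 nM enzyme | buffer or medium = Tris/NaCl/DTT buffer, pH 7.5 | reagent = 10 nM SCFSkp2-Nedd8OG | compound = one concentration, 12.5 µM, 0.25% DMSO | times = 90 min reaction at room temperature | signal = FP | read-out basis = % inhibition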
Rpn11 block: Rpn11 (human) deubiquitinase inhibition; O00487; human 26S proteasome, Ub4-pepOG fluorescence polarization; 20S core pre-blocked with epoxomicin; calls only at 20 µM; actives 0.59% (n = 360,000); AID 588493;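 active = inhibition at 20 µM, scaled to each plate's controls, above about 33%, limit read from the data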
Target sequence (O00487 whole entry, looked up): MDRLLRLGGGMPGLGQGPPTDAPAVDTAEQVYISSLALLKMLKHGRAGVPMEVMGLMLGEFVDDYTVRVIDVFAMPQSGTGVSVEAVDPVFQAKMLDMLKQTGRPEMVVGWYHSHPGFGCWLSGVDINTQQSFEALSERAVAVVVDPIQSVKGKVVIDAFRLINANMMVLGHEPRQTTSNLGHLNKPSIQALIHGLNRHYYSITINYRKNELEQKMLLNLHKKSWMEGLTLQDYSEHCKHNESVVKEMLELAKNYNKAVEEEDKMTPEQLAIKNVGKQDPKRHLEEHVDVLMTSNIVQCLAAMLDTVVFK
MLLE-PAM2 inh: inhibitors of microRNA-mediated deadenylation, human PABP1 MLLE binding | P11940 | GST-MLLE / FITC-PAM2 fluorescence polarization | inhibition, % at 20 µM | actives 0.36% (n = 360,000); in the data active = inhibition above about 35%, passing the limit was not always enough;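 also: plate controls were DMSO wells with GST-MLLE for no effect and wells lacking GST-MLLE protein for full effect; some results filed as inactive read as strong as hits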
eLon inh: inhibitors of E. coli Lon protease; P0A9M0; purified E. coli Lon protease, fluorescence polarization; inhibition, % at 7.94 µM; actives 0.42% (n = 360,000); in the data active = inhibition above about 13%, passing the limit was not always enough;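 also: 0% = enzyme with probe and DMSO and 100% = no enzyme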
Target sequence (P0A9M0 whole entry, looked up): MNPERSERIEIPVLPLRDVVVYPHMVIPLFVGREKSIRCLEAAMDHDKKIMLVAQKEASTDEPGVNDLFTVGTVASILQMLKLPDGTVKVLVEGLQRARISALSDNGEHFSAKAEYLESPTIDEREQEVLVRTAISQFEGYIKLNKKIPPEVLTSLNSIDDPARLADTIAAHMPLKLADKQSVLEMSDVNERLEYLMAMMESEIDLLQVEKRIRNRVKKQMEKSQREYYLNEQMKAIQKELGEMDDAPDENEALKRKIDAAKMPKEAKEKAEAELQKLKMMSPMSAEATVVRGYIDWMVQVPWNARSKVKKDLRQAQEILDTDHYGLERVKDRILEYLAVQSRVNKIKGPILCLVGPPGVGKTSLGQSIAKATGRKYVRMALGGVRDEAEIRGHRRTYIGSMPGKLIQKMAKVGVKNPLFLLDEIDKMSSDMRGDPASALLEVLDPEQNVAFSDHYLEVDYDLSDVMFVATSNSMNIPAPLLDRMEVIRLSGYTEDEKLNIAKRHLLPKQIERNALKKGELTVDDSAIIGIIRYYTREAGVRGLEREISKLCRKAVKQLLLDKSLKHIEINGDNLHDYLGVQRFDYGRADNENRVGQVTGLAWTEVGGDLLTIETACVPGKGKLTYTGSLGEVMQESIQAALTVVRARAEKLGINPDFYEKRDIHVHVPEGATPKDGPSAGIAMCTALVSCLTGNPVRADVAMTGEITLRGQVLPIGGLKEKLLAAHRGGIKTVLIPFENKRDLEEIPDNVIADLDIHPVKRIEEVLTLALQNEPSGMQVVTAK
MsrA inhibitor: bovine MsrA inhibition; purified bovine MsrA, absorbance read-out; inhibition, % at 15.5 µM; actives 0.75% (n = 360,000); in the data active = inhibition above about 4.5%;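 also: 0% = vehicle wells with enzyme and 100% = reference inhibitor wells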
MT1-MMP act inh: blocks activation of human MT1-MMP. GFP/RFP ratio change, % at 20 µM. HT1080 RFP-PRO-GFP cells, GFP/RFP ratio fluorescence, overnight; percent of plate control window, DMSO zero. AID 651647. actives 0.061% (n = 360,000);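 active = GFP/RFP ratio change of at least 30% with cell ATP level not reduced by more than half and red fluorescence within 50% of control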; also: strong numbers were not always called active
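Test system: HT1080 cells expressing an RFP-PRO-GFP fluorescent reporter construct / Compound dosing: single-point 20 µM compound, 1% DMSO / Schedule: cells overnight before dosing, compound overnight, 37 °C, 5% CO2 / Evaluation: GFP/RFP fluorescence ratio / Control set: DMSO and RFP-L50D-GFP cell wells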
An asterisk follows results filed as active; i = inactive; . = not tested or not shown; + = active, no number.

Start of the data: the first two entries, ahead of the listing:
SMILES	Rin1 Abl inh	bovine MsrA act	FAS-TE inh	CSN deneddyl inh	Rpn11 block	MLLE-PAM2 inh	eLon inh	MsrA inhibitor	MT1-MMP act inh
COc1cccc(OCCNS(=O)(=O)c2ccccc2[N+](=O)[O-])c1	0	-1	14	0	i	1	-6	-0.5	0
CCOC(=O)C1C(=O)C(=O)N(Cc2ccccc2)C1C(=O)OCC (stereo not given)	-1	0	-4	2	i	1	1	0.1	5

This part in full, from the first entry:
SMILES	Rin1 Abl inh	bovine MsrA act	FAS-TE inh	CSN deneddyl inh	Rpn11 block	MLLE-PAM2 inh	eLon inh	MsrA inhibitor	MT1-MMP act inh
COc1cccc(OCCNS(=O)(=O)c2ccccc2[N+](=O)[O-])c1	0	-1	14	0	i	1	-6	-0.5	0
CCOC(=O)C1C(=O)C(=O)N(Cc2ccccc2)C1C(=O)OCC (stereo not given)	-1	0	-4	2	i	1	1	0.1	5
CC(C)OCCCn1c(=O)c2ccccc2n2c(CCC(=O)NCc3ccccn3)nnc12	-4	-3	-7	-4	i	3	-13	-0.3	-1
CN(C)c1ccc(C(=O)N2CCCC(N3CCN(Cc4ccc5c(c4)OCO5)CC3)C2)cc1 (stereo not given)	-4	-6	-1	4	i	-1	1	0.2	3
COC(=O)c1ccc(N=CC2=C(O)CC(c3ccccc3)CC2=O)cc1 (stereo not given)	-5	-8	-4	-2	i	1	3	-0.4	5
CCCCC(=O)c1ccc(O)cc1	4	0	-10	3	i	-3	-3	0.1	0
COc1ccccc1-c1cc(C(=O)NCc2ccccc2)no1	-3	-3	23	1	i	-4	0	0.5	5
Cc1cc(C)nc(NNC2=CC(=O)CC(C)(C)C2)n1	2	-1	-5	3	i	25	7	1.4	-4
O=C(COc1ccccc1N1C(=O)c2ccccc2C1=O)c1ccc(Cl)cc1	0	-11	9	7	i	6	-3	-0.5	-1
CN(C)CCCN(C(=O)c1ccc(S(=O)(=O)N(C)Cc2ccccc2)cc1)c1nc2cc3c(cc2s1)OCO3	0	-1	18	2	i	6	-11	-0.4	2
COc1ccccc1NC(=S)N(CCc1c(C)[nH]c2ccccc12)Cc1cccs1	1	-9	16	10	i	-43	-9	-0.1	-4
COc1ccccc1N1CCN(C(=O)CN(Cc2ccc(Cl)cc2)S(C)(=O)=O)CC1	-4	-8	2	-2	i	13	2	0.7	9
CCCNC(=O)c1cc(C2CCCN(S(=O)(=O)c3cccc4cccnc34)C2)on1 (stereo not given)	1	-3	-5	6	i	6	-9	0.0	-2
O=C(CCc1ccccc1)NC(=S)Nc1ccc2c(c1)C(=O)OC2	-7	-2	-2	8	i	21	-2	0.2	2
OC(CSc1c(Cl)cccc1Cl)CN1CCN(c2ccc(F)cc2)CC1 (stereo not given)	6	-5	16	-5	i	13	-7	1.0	6
Cn1c(=O)c2sccc2n2c(CCCC(=O)N3CCCCC3)nnc12	1	-1	-3	-1	i	14	1	-0.2	1
Cn1nnnc1P(=O)(c1ccccc1)c1ccccc1	-1	-1	-6	-2	i	-4	-11	0.4	3
COc1ccc(C(=O)COC(=O)c2ccc([N+](=O)[O-])s2)cc1OC	0	12*	5	11	i	-4	3	2.8	-1
O=C(Nc1cccnc1)Nc1cccc([N+](=O)[O-])c1	1	-3	4	-2	i	-5	-2	-0.1	-4
Cc1cn(-c2cc(NC(=O)c3ccc(C)c(NC(=O)c4cccc(-c5cn[nH]c(=O)c5)c4)c3)cc(C(F)(F)F)c2)cn1	1	-5	-1	13	+	18	-2	.	-10

Arranged by value in CSN deneddyl inh (largest number first): some entries from above.
| Molecule | Rin1 Abl inh | bovine MsrA act | CSN deneddyl inh | Rpn11 block | MLLE-PAM2 inh | eLon inh | MsrA inhibitor | MT1-MMP act inh |
| --- | --- | --- | --- | --- | --- | --- | --- | --- |
| O=C(CCc1ccccc1)NC(=S)Nc1ccc2c(c1)C(=O)OC2 | -7 | -2 | 8 | i | 21 | -2 | 0.2 | 2 |
| CCCNC(=O)c1cc(C2CCCN(S(=O)(=O)c3cccc4cccnc34)C2)on1 (stereo not given) | 1 | -3 | 6 | i | 6 | -9 | 0.0 | -2 |
| OC(CSc1c(Cl)cccc1Cl)CN1CCN(c2ccc(F)cc2)CC1 (stereo not given) | 6 | -5 | -5 | i | 13 | -7 | 1.0 | 6 |

(next part)
SMILES	Rin1 Abl inh	bovine MsrA act	FAS-TE inh	CSN deneddyl inh	Rpn11 block	MLLE-PAM2 inh	eLon inh	MsrA inhibitor	MT1-MMP act inh
O=C(NNC(=O)c1ccco1)c1ccco1	-1	-6	-10	-4	i	2	-5	0.2	1
CSCC[C@H](NC(=O)OC(C)(C)C)C(=O)N/N=C/c1c(C)[nH]c(=O)[nH]c1=O	-4	5	-4	-3	i	-11	-1	1.2	4
COc1ccc(/C(C)=N/NC(=O)C2C3CCCCC32)c(OC)c1 (stereo not given)	1	-5	-10	7	i	-1	-2	-0.3	1
Cc1[nH]c(C)c(S(=O)(=O)N(Cc2ccccc2)C(C)C)c1C(=O)N1CCCC1	3	-3	-3	-3	i	-3	-6	-0.4	2
O=S(=O)(c1ccc(Br)c2ccccc12)N1CCOCC1	-8	-3	9	2	i	-3	6	0.1	0
COc1cccc(CN2CCN(Cc3ccc(O)c(OC)c3)CC2CCO)c1 (stereo not given)	1	-3	-1	-3	i	-5	8	1.2	-2
CCOC(=O)c1cc(NC(=O)c2ccc(Cl)cc2)c(=O)oc1-c1ccccc1	2	-1	-2	-2	i	10	-6	0.7	1
COc1cccc(C(C(=O)NCc2ccco2)N(Cc2ccco2)C(=O)Cn2nnc3ccccc32)c1 (stereo not given)	4	-4	-3	0	i	5	1	0.3	-4
CCOc1ccc(C(=O)Nc2c3c(nn2-c2ccccc2)CS(=O)(=O)C3)cc1	3	-3	2	-5	i	-3	-2	1.7	2
CC(C)(C)OC(=O)NCc1ccc(CNC(=O)c2[nH]cnc2C(=O)NC2CCN(C(=O)OC(C)(C)C)CC2)cc1	3	12*	54*	0	i	-6	-2	.	8
CCCNC(=O)CNC(=O)c1ccc(C#N)cc1	0	-1	-8	3	i	-7	-1	0.5	-2
Cc1ccc2c(Cl)cc(Cl)c(OCC(=O)NC3CCS(=O)(=O)C3)c2n1 (stereo not given)	4	-7	6	14	i	-8	-7	-0.4	6
Brc1ccc(-c2nnc(-c3ccccc3)c(N3CCSCC3)n2)cc1	-1	-2	11	-7	i	22	0	2.3	-4
C=CCN1CCc2nc(N)sc2CC1	-1	-7	-11	1	i	21	1	-0.4	0
Cc1cccnc1NC(=O)c1ccc(OCc2c(C)noc2C)cc1	2	2	-8	-1	i	-7	-10	-0.2	3
c1ccc(CSc2nnc3ccc(-c4cccs4)nn23)nc1	-2	-1	-4	1	i	-7	-2	0.7	-2
CCCOc1ccc2oc(=O)c3c(c2c1)CCCN3C(=O)CN1CCCC(C(=O)OCC)C1 (stereo not given)	-2	-6	0	-2	i	-7	-7	0.6	-5
COc1cc(OC)cc(-c2oc(=O)c3cc(OC)c(OC)cc3c2C#CCCO)c1	29*	-5	-9	-5	i	-4	4	11*	1
CCOC(=O)c1sc(NC(=O)CSc2nnc(Cc3ccccc3)o2)c(C#N)c1C	-2	-2	2	6	i	21	-14	.	5
Cc1ccc(CCN2C(=O)CCC2(C)C(=O)NC2CCCC2)cc1 (stereo not given)	-1	-8	-10	3	i	2	-15	1.3	-1
Cc1ccccc1N(C(=O)c1ccccn1)C(C(=O)NCc1ccccc1)c1cccnc1 (stereo not given)	2	-2	-6	5	i	-6	2	0.1	-1
CCOC(=O)NC(=O)COC(=O)c1cccc2ccccc12	3	0	4	-14	i	-4	2	-1.5	-5
O=C(CSc1nnc(NC(=O)c2ccco2)s1)Nc1ccccc1Br	0	2	0	5	i	-14	-4	-0.2	-2
COc1ccc2[nH]cc(CC(=O)O)c2c1	-4	-2	-6	0	i	0	1	0.1	-1
CCOc1ccc(OCC)c(NC(=O)CCS(=O)(=O)c2ccc(C)cc2)c1	-3	-3	2	5	i	-13	6	-1.5	3
CC(/C=C/C1(O)C(C)CC(O)CC1(C)C)OC1OC(CO)C(O)C(O)C1O (stereo not given)	5	-1	-5	1	i	8	-12	0.4	-4
CC1CCCN(c2cc3c(cc2[N+](=O)[O-])C(=O)N(c2ccccc2)C3=O)C1 (stereo not given)	-2	-3	5	-5	i	-6	-8	1.4	3
Cc1ccc(C(=O)N2CC=C(c3ccccc3)CC2)o1	1	0	-4	4	i	23	-9	-0.7	-1
O=C(NC(N1CCOCC1)C(Cl)(Cl)Cl)c1ccc(Br)cc1 (stereo not given)	1	-3	4	1	i	0	-5	-0.1	2
COc1ccc(C2CC(=O)Oc3cc(C)c(Cl)cc32)cc1 (stereo not given)	0	-3	21	1	i	4	-16	1.2	7

Arranged by length of the SMILES (highest first): part of the list above
SMILES	Rin1 Abl inh	bovine MsrA act	FAS-TE inh	CSN deneddyl inh	Rpn11 block	MLLE-PAM2 inh	eLon inh	MsrA inhibitor	MT1-MMP act inh
CN(C)c1ccc(C(=O)N2CCCC(N3CCN(Cc4ccc5c(c4)OCO5)CC3)C2)cc1 (stereo not given)	-4	-6	-1	4	i	-1	1	0.2	3
CCCNC(=O)c1cc(C2CCCN(S(=O)(=O)c3cccc4cccnc34)C2)on1 (stereo not given)	1	-3	-5	6	i	6	-9	0.0	-2
CCOc1ccc(C(=O)Nc2c3c(nn2-c2ccccc2)CS(=O)(=O)C3)cc1	3	-3	2	-5	i	-3	-2	1.7	2
CCOC(=O)c1cc(NC(=O)c2ccc(Cl)cc2)c(=O)oc1-c1ccccc1	2	-1	-2	-2	i	10	-6	0.7	1

Remaining list, next part:
SMILES	Rin1 Abl inh	bovine MsrA act	FAS-TE inh	CSN deneddyl inh	Rpn11 block	MLLE-PAM2 inh	eLon inh	MsrA inhibitor	MT1-MMP act inh
O=C(CSc1nnc2c(n1)[nH]c1ccccc12)NC1CCCCC1	2	-2	-3	4	i	4	6	-0.3	-4
Cc1ccc(CNS(=O)(=O)c2ccc3c(c2)NC(=O)C(C)S3)cc1 (stereo not given)	6	-3	8	3	i	12	1	-0.4	1
C/C(=N/NC(=O)c1ccncc1)c1ccccc1	-3	-1	-5	1	i	5	-7	0.7	-1
O=C(CSc1cccc[n+]1[O-])Nc1ccccc1C(F)(F)F	3	-9	-4	-3	i	-25	-11	-0.2	-2
CCOC(=O)c1c(C)nn(-c2ccc(NC(=O)c3c(C)noc3C)cc2)c1C	1	1	-5	-5	i	4	5	0.0	2
O=C(CN1C2CCCC1CC(NC(=O)c1ccccc1)C2)Nc1ccccc1C(F)(F)F (stereo not given)	3	-9	10	0	i	12	3	0.2	3
O=C(Nc1cccnc1)c1ccc(-c2ccc(Cl)cc2)o1	-1	-2	-4	-1	i	12	7	-1.5	4
Cc1cccc(Nc2nc(N)c([N+](=O)[O-])c(N3CC(C)CC(C)C3)n2)c1 (stereo not given)	2	-2	38	0	i	17	-8	1.6	2
CCCCN(c1ccccc1)S(=O)(=O)c1cccc2cccnc12	1	-1	16	-8	i	-1	5	0.4	0
